High-throughput results as filed in PubChem.
Tau fluor cs: counter-screen for tau fibril formation inhibitors; tau K18 P301L Alexa594 fluorescence, heparin fibrillization; Potency, µM (series often up to 57.7 µM), for the others: top-dose activity change, negative = decrease; 0.93% of 280,000 active; AID 1463; note: nearly all actives have a fitted effect of over 55% in size
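Human tau K18 P301L (15 uM unlabeled, 0.24 uM Alexa 594-labeled) in 100 mM sodium acetate pH 7 with 20 uM heparin, 6 hr at 37 C. ThT 30 uM added, 1 hr ambient; Alexa 594 FP and total fluorescence read at 555/632 nm.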
Tau fibril FP: blocks human tau fibril formation measured by polarization; P10636; K18 P301L tau heparin fibrillization, Alexa594 FP, 6 h; Potency, µM (titrated, usually from 57.7 µM), without a hit: top-dose activity, negative = inhibition, usual class: inhibitors; 0.39% of 280,000 active; note: nearly all actives have a fitted effect of over 55% in size
Target sequence (P10636 561-689 P618L limits assumed): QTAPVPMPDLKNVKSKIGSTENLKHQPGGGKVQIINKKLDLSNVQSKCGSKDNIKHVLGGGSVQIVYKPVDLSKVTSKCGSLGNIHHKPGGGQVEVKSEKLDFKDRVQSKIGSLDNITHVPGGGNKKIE
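Human K18 P301L fragment (15 uM unlabeled plus 0.24 uM Alexa 594-labeled) in 100 mM sodium acetate pH 7 with compound, aggregation induced by 20 uM heparin for 6 hr at 37 C. ThT (30 uM) added for 1 hr, then Alexa 594 FP read.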
Tau ThT inhib: inhibitors of human tau fibril formation, thioflavin T binding; Potency, µM (highest dose often 57.4 µM), inactives show at the highest dose activity, negative = inhibition, most hits filed as inhibitors; 2.1% of 270,000 active; recombinant tau K18 P301L (four-repeat tau fragment), heparin-induced fibrillization, ThT fluorescence; note: nearly all actives have a fitted effect of over 55% in size
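Tau K18 P301L fragment (15 uM unlabeled plus 0.24 uM Alexa 594-labeled) in 100 mM sodium acetate pH 7 with compound, fibrillization induced by 20 uM heparin for 6 hr at 37 C. Thioflavin T (30 uM) added, fluorescence read after 1 hr (ex 450, em 510 nm).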
The depositor's hits bear a star; ? = inconclusive; [ ] = another dose, or the depositor's remark. Calls come from the whole dose curve; as a rule, active = well fitted curve in the direction sought with a large enough effect; inconclusive = small, poorly fitted or top-dose-only effect, or another doubt; inactive = no such curve, though single readings can be large; an effect the other way counts as inactive or inconclusive. % is set by controls: 0 for no effect and ±100 for the full control effect; potency is the fitted concentration of half-maximal effect.

| Compound | Tau fluor cs | Tau fibril FP | Tau ThT inhib |
| --- | --- | --- | --- |
| Cc1ccc(S(=O)(=O)c2c(Nc3ccccc3)sc(C(=O)c3ccc4c(c3)OCO4)c2N)cc1 | -22% | -4% | -6% |
| O=C(NCCc1ccccc1)c1ccc(CS(=O)(=O)Cc2ccccc2Cl)o1 | -18% | 5% | -10% |
| CCc1ccccc1NC(=O)Cn1c(=O)ccc2cc(S(=O)(=O)N3CCCC3)ccc21 | -14% | -5% | -16% |
| O=C(CCn1ccc2cc(S(=O)(=O)N3CCCC3)ccc21)NCc1cccc(Br)c1 | -10% | 12% | 11% |
| CC(C)c1nn2c(=O)cc(COC(=O)c3cccc(NC(=O)COc4ccc(F)cc4)c3)nc2s1 | -1% | 1% | ? |
| COc1cccc(CNC(=O)C(=O)NCC(c2cccs2)S(=O)(=O)c2ccccc2)c1 (stereo not drawn) | -9% | 8% | 0% |
| COc1ccc(-c2cc(C)no2)cc1S(=O)(=O)Nc1cccc(C(F)(F)F)c1 | -26% | ? | 3% |
| O=C(CSc1nc(=O)n(Cc2ccccn2)c2c1CCC2)Nc1ccccc1 | -8% | -12% | -12% |
| CC(C)NC(=O)c1sc2ncccc2c1-n1cccc1 | 4% | -2% | 5% |
| COc1ccc(Cc2nc3ccc(C(=O)NCc4ccccc4Cl)cc3o2)cc1 | ? | -5% | -9% |
| Cn1c(=O)c2c(SCC(=O)Nc3ccc(F)cc3F)nc(C3CCCC3)nc2n(C)c1=O | 1% | -2% | -1% |
| O=C(Nc1ccc(F)c(F)c1)c1cc(S(=O)(=O)NCc2ccc3c(c2)OCO3)ccc1F | -17% | ? | 15% |
| Cc1nn(C(=O)c2ccccc2)c(C)c1S(=O)(=O)N1CCOCC1 | 4% | 14% | ? |
| CCOc1ccc(OCC)c(Nc2ccc3cc(S(=O)(=O)N4CCCC4)ccc3n2)c1 | ? | ? | -6% |
| COc1ccc2c(c1)c1c(c(=O)n(-c3ccccc3C)c(=O)n1CC(=O)N1CCCC1)n2C | 11% | 3% | 13% |
| Cc1ccccc1OCC(=O)Nc1ccc(-c2nc3ccccc3o2)cc1 | -13% | ? | ? |
| Cc1cn2c(=O)cc(COC(=O)c3ccc(NC(=O)c4ccc(F)cc4)cc3)nc2s1 | -3% | -17% | 0% |
| O=C(NCc1ccc(Cl)cc1)c1cnc(N2CCCCC2)c2ccccc12 | -17% | 2% | -14% |
| CCOc1ccccc1NC(=O)CSc1nccn1Cc1ccc(F)cc1 | -23% | -1% | -12% |
| CCN(c1ccccc1)c1ncnc2c1cnn2-c1ccc(C)cc1C | -5% | 1% | -13% |
| CC(C)N(Cc1ccccc1)c1ncnc2c1nnn2C | -4% | 0% | 2% |
| COC(=O)c1c(NC(=O)CCCOc2ccccc2C)sc2c1CCC(C)C2 (stereo not drawn) | -16% | -9% | ? |
| O=C(NCc1ccccc1Cl)c1ccc2c(c1)NC(=O)C(CS(=O)(=O)Cc1ccc(Cl)cc1)N2 (stereo not drawn) | -20% | ? | ? |
| O=C(NCCc1ccccc1)c1c[nH]c2ccc(S(=O)(=O)Nc3ccc(F)cc3F)cc2c1=O | ? | ? | 20% |
| COc1cccc(Cn2c(=O)n(-c3cccc(Cl)c3C)c(=O)c3c4c(sc32)CN(C(C)=O)CC4)c1 | -13% | 3% | -17% |
| CCN1CCN(C(c2ccc(OC)cc2)c2c(O)cc(C)n(Cc3ccco3)c2=O)CC1 (stereo not drawn) | 1% | -10% | -11% |
| CCOC(=O)c1c(C)oc2nc(C)nc(NCc3ccc(OC)cc3OC)c12 | -12% | 2% | ? |
| Cc1cc(C)cc(NC(=O)NCCc2c(C)nn(C)c2C)c1 | 2% | -13% | 4% |
| CCCCc1nn2c(=O)cc(COC(=O)c3ccc(NC(=O)C(CC)CC)cc3)nc2s1 | -6% | 3% | -12% |
| Cc1nnc(SCc2cc(=O)c3cc(F)ccc3[nH]2)n1C | 9% | 4% | -1% |
| O=C1CCSc2ccc(S(=O)(=O)Nc3cccc(C(F)(F)F)c3)cc2N1 | -29% | -14% | -9% |
| CCOc1ccc(NC(=O)Cn2nc(-c3ccncc3)ccc2=O)cc1 | -12% | 6% | -7% |
| COCCNC(=O)c1cc(Sc2ccc(F)cc2F)nc2ccccc12 | -2% | -1% | 6% |
| Cc1cc(C)cc(NS(=O)(=O)c2ccc3[nH]cc(C(=O)NCc4ccccc4Cl)c(=O)c3c2)c1 | ? | 3.2µM* | 5% |
| CC1=C(C(=O)Nc2cc(Cl)ccc2C)C(c2ccco2)n2ncnc2N1 (stereo not drawn) | -4% | -8% | 3% |
| COCCCNC(=O)C(=O)NCC(c1ccc2c(c1)OCO2)N1CCOCC1 (stereo not drawn) | -2% | -8% | 5% |
| CCC(Sc1nc2c(sc3ccccc32)c(=O)n1CCc1ccc(OC)c(OC)c1)C(=O)N(CC)CC (stereo not drawn) | -24% | 2% | ? |
| Cc1cccc(N2CCN(C(=O)c3cccn3-c3nnc(N4CCCCC4)s3)CC2)c1C | -8% | 5% | ? |
| COCCCNC(=O)CN1C(=O)c2cccnc2Sc2ccccc21 | 15% | 8% | 4% |
| Cc1ccc(CSCC(=O)N2CCN(c3ccccc3F)CC2)cc1 | -8% | 7% | ? |
| CCCCNC(=O)c1ccc(-c2nc(CN3CCc4ccccc43)c(C)o2)cc1 | -10% | 17% | -9% |
| Cc1ccc(CNCc2c(C(=O)O)n(Cc3ccccc3C)c3cc(C)ccc23)cc1 | 4% | -2% | 8% |
| Cc1cccc(N2CCN(C(=O)c3c4c(nc5ccccc35)C(=O)N(C3CCCCC3)C4)CC2)c1C | -2% | -6% | ? |
| COC(=O)c1ccc(NC(=O)CSc2n[nH]c(-c3ccccc3)n2)cc1 | -10% | -3% | 6% |
| CC(=O)Nc1ccc(NC(=O)C2(c3cccs3)CCOCC2)cc1 | -4% | 6% | 5% |
| Cc1ccc(-c2nn(CC(=O)NC3CCCCC3)c3c2cnc2ccc(F)cc23)cc1C | -5% | 0% | 0% |
| Cc1ccccc1-c1nc(CNC(=O)NC2CCCCC2)c(C)o1 | 0% | 3% | -4% |
| COc1ccc(F)cc1S(=O)(=O)NCCc1c(C)[nH]c2c(Cl)cccc12 | ? | 8% | -8% |
| CCCCCCNc1nc2c(c(=O)n(C)c(=O)n2C)n1Cc1cccc(C)c1 | -16% | 1% | -1% |
| COc1cccc(C(=O)Nc2ccc(-c3nc4ccccc4s3)cc2Cl)c1 | -26% | ? | ? |
| CN1C(=O)c2ccccc2Sc2ccc(NC(=O)Cc3c(F)cccc3Cl)cc21 | -24% | -8% | -3% |
| COC(=O)c1sccc1S(=O)(=O)N(CC(=O)NCc1ccc(C)cc1)c1ccccc1 | -6% | 1% | -3% |
| COc1cccc(CNC(=O)Nc2cc(C(=O)NCc3cccc(F)c3)ccc2N2CCCC2)c1 | -17% | 2% | 2% |
| CN(Cc1ccccc1)C(=O)CSc1nc2ccccc2n1Cc1ccccc1F | 10% | 9% | 3% |
| COc1cccc(C(=O)c2cn(CC(=O)Nc3cccc(C(F)(F)F)c3)c3nc(C)ccc3c2=O)c1 | -27% | ? | -8% |
| CCC(C(=O)Nc1ccc(C)c(C)c1)n1c(=O)c(C(F)(F)F)nc2ccccc21 (stereo not drawn) | -5% | -10% | 0% |
| CCc1ccc(NC(=O)CSC2=Nc3ccccc3C3=NC(CC(=O)NCc4cccs4)C(=O)N23)cc1 (stereo not drawn) | -9% | 6% | -2% |
| COc1cccc(CNS(=O)(=O)c2ccc(N3CCCCS3(=O)=O)cc2)c1 | -4% | -8% | 9% |
| Cc1nn(-c2ccc(N3CCCCC3)nn2)c(C)c1CCC(=O)Nc1ccc(F)cc1F | -12% | -4% | ? |
| O=C(NCc1ccccc1)C(=O)Nc1c2c(nn1-c1ccccc1)CSC2 | 0% | -10% | ? |

Next part; the last 6 above are carried over.
| Compound | Tau fluor cs | Tau fibril FP | Tau ThT inhib |
| --- | --- | --- | --- |
| COc1cccc(C(=O)c2cn(CC(=O)Nc3cccc(C(F)(F)F)c3)c3nc(C)ccc3c2=O)c1 | -27% | ? | -8% |
| CCC(C(=O)Nc1ccc(C)c(C)c1)n1c(=O)c(C(F)(F)F)nc2ccccc21 (stereo not drawn) | -5% | -10% | 0% |
| CCc1ccc(NC(=O)CSC2=Nc3ccccc3C3=NC(CC(=O)NCc4cccs4)C(=O)N23)cc1 (stereo not drawn) | -9% | 6% | -2% |
| COc1cccc(CNS(=O)(=O)c2ccc(N3CCCCS3(=O)=O)cc2)c1 | -4% | -8% | 9% |
| Cc1nn(-c2ccc(N3CCCCC3)nn2)c(C)c1CCC(=O)Nc1ccc(F)cc1F | -12% | -4% | ? |
| O=C(NCc1ccccc1)C(=O)Nc1c2c(nn1-c1ccccc1)CSC2 | 0% | -10% | ? |
| Cc1ccc(-c2nc(SCC(=O)Nc3cc(C)on3)c3c(=O)n(C)c(=O)n(C)c3n2)cc1 | -1% | -3% | 1% |
| Cc1c(C(=O)N2CCCCCC2)c(S(=O)(=O)Nc2ccc(OC(F)(F)F)cc2)c(C)n1C | 0% | 6% | 6% |
| CCc1cnc2c(c1SCc1ccccc1C)c(=O)n(C)c(=O)n2C | -10% | ? | -8% |
| Cc1nn(C)c2c1c(-c1ccccc1)cc(=O)n2Cc1ccc(Cl)cc1 | -5% | -2% | -16% |
| Cc1ccc(-n2ncc3c(NCCCN4CCOCC4)ncnc32)cc1C | -5% | -2% | -4% |
| O=C(CSc1nc(-c2cccs2)nc2cc(=O)[nH]n12)Nc1ccccc1Cl | -2% | -4% | ? |
| O=C(NCc1ccccc1)c1ccc2nc(CCc3ccccc3)oc2c1 | -10% | -14% | 2% |
| CCOC(=O)c1c(C)[nH]c(C)c1S(=O)(=O)N1CCC(C(=O)N2CCN(c3ccc(F)cc3)CC2)CC1 | -4% | -11% | 7% |
| Cc1ccc(NC(=O)Nc2cn(CC(C)C)c(=O)c3ccccc23)cc1N(C)C | 25µM*[quencher] | ? | ? |
| COC(=O)c1cnn(-c2ccc(C(=O)Nc3cccc(C(C)=O)c3)cc2)c1N | -11% | 1% | -14% |
| COc1cccc(NS(=O)(=O)c2cc3c4c(c2)C(C)C(=O)N4CCC3)c1 (stereo not drawn) | -11% | -3% | -8% |
| Cc1cc(NC(=O)CCS(=O)(=O)c2cc3c4c(c2)CCN4C(=O)CC3)ccc1Br | -21% | -10% | -15% |
| COc1ccc(S(=O)(=O)NCCc2csc3nc(-c4cccc(C)c4)nn23)cc1F | -19% | ? | 2% |
| O=C(Nc1cc(C(F)(F)F)ccc1Cl)c1cc(S(=O)(=O)NCc2ccccc2)ccc1F | -14% | ? | 7% |
| CC(=O)c1c(C)oc2c1cc(NS(=O)(=O)c1c(C)cc(C)cc1C)c1ccccc12 | ? | -8% | -11% |
| COc1ccc(-c2nc(SCC(=O)N3CCC(C)CC3)n[nH]2)cc1 | -11% | -5% | -15% |
| COC(=O)c1scc(-c2ccc(C)cc2)c1S(=O)(=O)N1CCN(c2cccc(OC)c2)CC1 | -26% | -2% | -1% |
| COc1ccc(-n2c(SCC(=O)NCc3ccc(C)cc3)nc3n[nH]c(C)c3c2=N)cc1 | -12% | 2% | -12% |
| COc1ccc(CCNc2ncnc3c2c(-c2ccccc2)cn3-c2ccc(F)cc2)cc1OC | -8% | 8% | -10% |
| COc1ccccc1Nc1cc(C(=O)NCCCN(C)c2ccccc2)c2ccccc2n1 | ? | 10% | -12% |
| Cn1nnc2c(NCc3ccccc3Cl)ncnc21 | 3% | -6% | 2% |
| CC(C)c1nn2c(=O)cc(COC(=O)c3ccc(NC(=O)c4ccccc4Cl)cc3)nc2s1 | -3% | -3% | -3% |
| O=S(=O)(c1ccc(-c2cnc(C3CC3)o2)cc1)N1CCN(c2cccc(Cl)c2)CC1 | -1% | 5% | 5% |

Results in Tau fibril FP, for 4 of the compounds above:
SMILES	Tau fibril FP
COCCCNC(=O)CN1C(=O)c2cccnc2Sc2ccccc21	8%
Cc1ccc(CSCC(=O)N2CCN(c3ccccc3F)CC2)cc1	7%
CCCCNC(=O)c1ccc(-c2nc(CN3CCc4ccccc43)c(C)o2)cc1	17%
Cc1ccc(CNCc2c(C(=O)O)n(Cc3ccccc3C)c3cc(C)ccc23)cc1	-2%

A portion of the library; the hit share may differ from the screen's.
